SNCA viab count: cell viability loss counter-screen; HEK-293-SNCA-luc viability, GF-AFC fluorescence, 24 h; Potency, µM (highest dose often 57.1 µM), for inactives: at the highest dose activity change, negative = cytotoxicity, actives largely listed as cytotoxic; 150,000 tested, 0.12% active;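 note: potency is the fitted concentration of half-maximal effect; 0% = DMSO-treated cells and -100% = medium-only wells without cells; nearly all actives have a fitted effect of over 30% in size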
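HEK-293-SNCA-luc cells (1500/well) plated 24 h, then exposed 24 h to a dilution series; GF-AFC added 30 min at 37C, fluorescence 405/540 nm; normalised to medium-only and DMSO wells, Hill fit.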
Luciferase inh: blocks purified firefly luciferase enzyme activity | P08659 | purified P. pyralis luciferase, luminescence, biochemical | Potency, µM (doses to about 115 µM), inactives show at the top dose activity change, negative = inhibition, hits mostly inhibitors | 76,000 tested, 2.5% active; note: potency is the fitted concentration of half-maximal effect; nearly all actives have a fitted effect of over 65% in size
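FLuc 10nM, D-luciferin 10uM, ATP 10uM, Mg acetate 10mM, Tris acetate pH 7.5, Tween/BSA; cpd qHTS; enzyme added last; CCD luminescence.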
IP6K1 inh: inhibitors of human IP6K1; activity change, % (series mostly up to about 58 µM); 140,000 tested, 0.81% active; Q92551; IP6K1 kinase, ADP-Glo luminescence, 2 h; stronger effect = lower value; in the data active = activity change below about -25%
Target sequence (Q92551 whole entry, looked up): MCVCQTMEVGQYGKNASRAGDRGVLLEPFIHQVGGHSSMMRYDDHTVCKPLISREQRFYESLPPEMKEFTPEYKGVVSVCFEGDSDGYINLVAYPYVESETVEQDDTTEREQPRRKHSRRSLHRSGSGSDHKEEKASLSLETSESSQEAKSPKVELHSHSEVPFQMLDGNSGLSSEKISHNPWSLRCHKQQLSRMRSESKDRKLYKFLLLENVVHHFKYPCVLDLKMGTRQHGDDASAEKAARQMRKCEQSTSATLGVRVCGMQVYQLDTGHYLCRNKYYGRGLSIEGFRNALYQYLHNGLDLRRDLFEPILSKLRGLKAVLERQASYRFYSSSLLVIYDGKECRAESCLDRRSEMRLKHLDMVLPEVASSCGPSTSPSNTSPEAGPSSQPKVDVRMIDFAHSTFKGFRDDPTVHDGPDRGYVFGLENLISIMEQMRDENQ
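ADP-Glo luminescence measures ADP made by human IP6K1 during a 2 h RT reaction with ATP/IP6 (mix at 1.3 mM/130 uM); top library doses 57.5 and 19.1 uM final.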
GPT2 inh: blocks human glutamate pyruvate transaminase 2; Recombinant GPT2, coupled pyruvate oxidase/HRP Amplex Red fluorescence; Potency, µM (doses to about 57.7 µM), for the others: top-dose activity change, negative = inhibition, usual class: inhibitors; 100,000 tested, 0.25% active; AID 1671188; note: potency is the fitted concentration of half-maximal effect; nearly all actives have a fitted effect of over 60% in size; many of its hits are not listed in these tables
Target sequence (Q8TD30 whole entry, looked up): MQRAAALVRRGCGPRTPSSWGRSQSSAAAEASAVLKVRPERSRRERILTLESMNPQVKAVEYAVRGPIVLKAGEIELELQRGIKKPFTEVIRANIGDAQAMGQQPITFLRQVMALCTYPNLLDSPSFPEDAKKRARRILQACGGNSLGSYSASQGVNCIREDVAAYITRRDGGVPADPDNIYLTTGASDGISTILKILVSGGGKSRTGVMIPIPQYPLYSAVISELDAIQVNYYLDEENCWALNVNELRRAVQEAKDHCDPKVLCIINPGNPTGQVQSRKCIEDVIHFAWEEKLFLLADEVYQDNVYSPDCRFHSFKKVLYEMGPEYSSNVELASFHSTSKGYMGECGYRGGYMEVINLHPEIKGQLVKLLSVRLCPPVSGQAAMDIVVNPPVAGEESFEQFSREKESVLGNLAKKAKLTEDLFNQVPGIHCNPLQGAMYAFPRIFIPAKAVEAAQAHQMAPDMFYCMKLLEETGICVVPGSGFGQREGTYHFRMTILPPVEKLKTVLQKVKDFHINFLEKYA
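Inhibition is scored from Amplex Red fluorescence generated when pyruvate oxidase and HRP act on pyruvate released by GPT2. Reactions contain 10ng/uL enzyme, 250uM a-KG and 2mM L-alanine and run 30 min at room temperature.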
HEK293 tox: cytotoxic compounds in HEK 293 cells | Potency, µM (doses to about 115 µM), inactives show at the top dose activity change, negative = cytotoxicity, usual class: inhibitors | HEK 293 viability, ATP luminescence (CellTiter-Glo), 48-72 h | 94,000 tested, 6.6% active; note: potency is the fitted concentration of half-maximal effect; nearly all actives have a fitted effect of over 60% in size
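HEK 293 seeded at 250 cells/well receive compound via pintool. After 48 or 72 hr at 37 degree Celsius, 5% CO2 and 95% humidity, CellTiter-Glo is dispensed and luminescence read following 10 min at room temperature.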
SNCA expr inh: SNCA gene expression inhibition. HEK-293 SNCA-luciferase knock-in, luminescence, 24 h. Potency, µM (highest dose often 57.2 µM), for the others: at the highest dose activity change, negative = inhibition, hits mostly inhibitors. 140,000 tested, 0.17% active;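 note: potency is the fitted concentration of half-maximal effect; plate controls were DMSO cells for no effect and cell-free wells for full effect; nearly all actives have a fitted effect of over 45% in size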
NIH3T3 tox: NIH 3T3 cell cytotoxicity; NIH 3T3 viability, CellTiter-Glo ATP luminescence, 48-72 h; Potency, µM (titrated, usually from 96.7 µM), without a hit: at the top dose activity change, negative = cytotoxicity, usual class: inhibitors; 94,000 tested, 4.3% active; AID 1345082; note: potency is the fitted concentration of half-maximal effect; nearly all actives have a fitted effect of over 55% in size
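Viability of NIH 3T3 cells after 48 or 72 hr compound treatment at 37 °C was assessed by CellTiter-Glo, with luminescence imaged following a 10 min room-temperature step.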
An asterisk follows results filed as active; i = inactive; ? = inconclusive; . = not tested or not shown; [ ] = dose if it differs, or a comment. Unless noted, calls come from the whole dose curve; as a rule, active = well fitted curve in the direction sought with a large enough effect; inconclusive = small, poorly fitted or top-dose-only effect, or another doubt; inactive = no such curve, though single readings can be large; an effect the other way counts as inactive or inconclusive. Unless noted, % is set by controls: 0 for no effect and ±100 for the full control effect.

1) Cc1ccc(NC(=O)CSc2ccc(-c3sc(-c4ccccc4)nc3C)nn2)cc1F
2) C=CCn1ccn2cnc(-c3ccccc3)c2c1=O
3) CCN1c2cc(C(=O)Nc3ccc(OC)c(OC)c3)ccc2C(=O)N2CCCCCC21 (stereo not given)
4) O=C(NCCc1c[nH]c2ccccc12)c1c(OCC2CC2)cc(=O)n2c1CCOCC2
5) CCc1c(C)nc2nc(-c3ccccc3)nn2c1NCc1ccc(C)cc1
6) COc1ccc(C(=O)N[C@H]2CO[C@H]3[C@@H]2OC[C@H]3OCc2ccccc2)cc1
7) COc1ccccc1NC(=O)C1=C(C)Nc2c(C(=O)Nc3ccc(F)cc3)cnn2C1c1cccc([N+](=O)[O-])c1 (stereo not given)
8) c1ccc(CNC[C@H]2Cn3c(-c4ccc5c(c4)OCCO5)cnc3CO2)cc1
assay / compound,1,2,3,4,5,6,7,8
SNCA viab count,-22%,16%,1%[12.5 µM],-11%,-19%,1%[87.6 µM],0%,-1%[87.6 µM]
Luciferase inh,.,-15%,-8%,-6%,.,-1%[172 µM],.,-12%[172 µM]
IP6K1 inh,23,18,-5,6,16,-3,-4,11
GPT2 inh,.,i,1%,-6%,.,i,.,-10%[88.5 µM]
HEK293 tox,.,-15%,45µM*,?,.,-5%[172 µM],.,?
SNCA expr inh,47%[activator],44%[activator],-30%,-7%,?,5%[87.6 µM],1%,-11%[87.6 µM]
NIH3T3 tox,.,-16%,?,-13%,.,-27%[174 µM],.,-22%[138 µM]

Sorted by count of non-hydrogen atoms (lowest first): some entries from above.
6) COc1ccc(C(=O)N[C@H]2CO[C@H]3[C@@H]2OC[C@H]3OCc2ccccc2)cc1
3) CCN1c2cc(C(=O)Nc3ccc(OC)c(OC)c3)ccc2C(=O)N2CCCCCC21 (stereo not given)
7) COc1ccccc1NC(=O)C1=C(C)Nc2c(C(=O)Nc3ccc(F)cc3)cnn2C1c1cccc([N+](=O)[O-])c1 (stereo not given)
assay / compound,6,3,7
SNCA viab count,1%[87.6 µM],1%[12.5 µM],0%
Luciferase inh,-1%[172 µM],-8%,.
IP6K1 inh,-3,-5,-4
GPT2 inh,i,1%,.
HEK293 tox,-5%[172 µM],45µM*,.
SNCA expr inh,5%[87.6 µM],-30%,1%
NIH3T3 tox,-27%[174 µM],?,.

Next structures:
9) Brc1ccc(-c2nnc3sc(CN4CCCCC4)cn23)cc1
10) CC(C)N1C(=O)C2(CCCCC2)C1C(=O)NCC1CC1 (stereo not given)
11) COc1ccc(C(=O)N2CCC(n3cc(-c4nc(C)no4)nn3)CC2)c(C)c1
12) CN(C)c1ncc2c(n1)C(C)(C(=O)NCCCn1ccnc1)CCC2 (stereo not given)
13) COCc1cc(C[C@@H]2CC[C@H](O)[C@@H](CNC(=O)COc3ccccc3)O2)no1
14) Cc1ccccc1OCC(=O)Nc1ccc(S(=O)(=O)N(Cc2ccccc2)c2ccccc2)cc1
15) Cc1ccc(NC(=O)c2cnc(SCC(=O)N3CCOCC3)n(C)c2=O)cc1
16) Cc1cccc(C(=O)N2CCCCCCNC(=O)CC2)c1
assay / compound,9,10,11,12,13,14,15,16
SNCA viab count,-6%,4%,5%,9%[87.6 µM],8%[87.6 µM],-20%,-3%,3%
Luciferase inh,.,-6%,0%,-17%[172 µM],-5%[172 µM],.,.,3%
IP6K1 inh,6,3,22,-4,6,-8,-4,8
GPT2 inh,.,i,i,i,4%[88.5 µM],.,.,-1%
HEK293 tox,.,-13%,-29%,-22%[172 µM],-1%[172 µM],.,.,i
SNCA expr inh,3%,7%,-2%,5%[87.6 µM],-10%[87.6 µM],-19%,166%[activator],9%
NIH3T3 tox,.,-11%,-11%,?,4%[174 µM],.,.,-17%

17) Cc1cccc(CS(=O)(=O)Cc2ccc(C(=O)NC(C)c3ccccc3)o2)c1 (stereo not given)
18) CCOc1ccccc1CN1CCN(C(=O)c2ccccn2)CC1CCO (stereo not given)
19) COc1ccccc1-c1cccc(C(=O)N2CCN(C(=O)c3ccccc3F)CC2)c1
20) CC(=O)OC[C@H]1O[C@@H](OC(C)=O)[C@H](OC(C)=O)[C@@H]1OC(C)=O
21) CCNC(=O)N1C[C@@H](Oc2cccnc2)C[C@@H]1C(=O)NCCOC
22) CCN(CCCNC(=O)c1nn(-c2ccc(OC)c(Cl)c2)c(=O)c2c1c1ccccc1n2C)c1cccc(C)c1
23) COc1ccc(OCC2(C)COc3ccc(C(=O)NCc4cccc(F)c4)cc3N2)cc1 (stereo not given)
24) Cc1ccccc1-c1nc(C2CC(=O)N(C3CCCCC3)C2)no1 (stereo not given)
assay / compound,17,18,19,20,21,22,23,24
SNCA viab count,7%,-9%,3%[12.5 µM],-11%[23.9 µM],1%,1%,-9%[87.6 µM],7%
Luciferase inh,.,-3%,.,.,0%,.,10%[172 µM],-13%
IP6K1 inh,1,-3,-3,20,3,-11,10,-9
GPT2 inh,.,i,3%,0%,i,.,4%[88.5 µM],i
HEK293 tox,.,-6%,89µM*,.,-7%,.,?,?
SNCA expr inh,-4%,10%,19%,-31%[25.6 µM],-24%,?,-26%[87.6 µM],5%
NIH3T3 tox,.,1%,-24%,.,i,.,?,?

25) COc1ccc2c(c1)CN(Cc1ccccc1)C(=O)CCN2CC(O)C(F)(F)F (stereo not given)
26) COc1ccc(OC)c(S(=O)(=O)N2CCc3nc(-c4ccccc4)[nH]c3C2)c1
27) CCOC(=O)N1CCC(NC(=O)c2cnn(-c3ccc(OC)cc3)c2C2CCN(C(=O)OC(C)(C)C)CC2)CC1
28) O=C(Nc1ccc(Cl)cc1)c1nc2c(o1)CCN(Cc1ccc3c(c1)CCO3)CC2
29) CCOc1ccc(C(=O)NC2CCCN(c3cc(-c4ccc(F)cc4)[nH]n3)C2)cc1OCC (stereo not given)
30) O=C(COc1ccc(F)cc1)N1CCC(n2cc(-c3nc(C4CC4)no3)nn2)C1 (stereo not given)
31) O=C(c1ccc2c(c1)N(Cc1ccccc1)C(=O)c1ccccc1S2(=O)=O)N1CCCC1
32) COc1ccc(NC(=O)Cn2cc(S(=O)(=O)c3ccccc3)c(=O)c3cc4c(cc32)OCO4)cc1
assay / compound,25,26,27,28,29,30,31,32
SNCA viab count,.,-13%,-3%,-16%[87.6 µM],-6%,2%,-5%,-14%
Luciferase inh,.,.,.,-3%[172 µM],-4%,-8%,.,.
IP6K1 inh,-7,14,-2,6,6,-13,24,-5
GPT2 inh,.,-1%,.,?,2%,i,.,.
HEK293 tox,?,?,.,?,28µM*,-22%,.,.
SNCA expr inh,.,16%,?,-20%[87.6 µM],-2%,-5%,-4%,?
NIH3T3 tox,?,-21%,.,?,32µM*,?,.,.

33) COc1ccc(C(=O)NC2CCN(c3cc(-c4ccc(OC)cc4)[nH]n3)C2)cc1 (stereo not given)
34) COc1cccc(-c2ccc(C(=O)N3CCC(C(=O)NCc4cccc(Cl)c4)CC3)cc2)c1
35) CCCCCC(=O)Nc1nc2c(s1)C[C@@H]1[C@](C)(CO)[C@H](O)CC[C@@]1(C)[C@@H]2CC(=O)Nc1cccc(O)c1
36) CN1CCN(Cc2nc(C3(O)CCNCC3)cs2)CC1
37) COc1ccc(OC)c(NC(=O)c2nnn3c2COC(c2ccc(Cl)cc2)C3)c1 (stereo not given)
38) O=C1CCN(Cc2cccnc2)CCCC(C(=O)Nc2ccccc2)CCN1 (stereo not given)
39) CCCN1C(=O)C2(c3ccccc31)c1c(oc3ccccc3c1=O)C(=O)N2CCO (stereo not given)
40) COc1cccc(-c2cc3c(=O)n(CCNC(=O)c4ccc(Cl)cc4)ccn3n2)c1
assay / compound,33,34,35,36,37,38,39,40
SNCA viab count,-25%,8%[12.5 µM],-15%,2%[87.6 µM],-5%,2%,0%,2%
Luciferase inh,-27%,.,-3%,2%[172 µM],0%,-3%,.,6%
IP6K1 inh,9,-12,-1,4,0,-4,-3,-7
GPT2 inh,-24%,-1%,-25%,i,i,i,.,i
HEK293 tox,-30%,?,?,-2%[172 µM],-5%,-1%,.,?
SNCA expr inh,-14%,28%,-13%,-6%[87.6 µM],-19%,-4%,?,4%
NIH3T3 tox,-25%,?,?,-3%[174 µM],-1%,-11%,.,-9%

41) COc1ccc(NC(=O)c2csnn2)cc1
42) Cc1ccc(C)c(NC(=O)Cn2c(=O)n(-c3ccccc3)c(=O)c3c2cc(C)n3C)c1
43) O=C(c1cc2c(=O)[nH]c3ccccc3c2s1)N1CCN(c2ccc(F)cc2)CC1
44) Cn1cccc1CN1CCC2(CC1)CN[S+](=O)([O-])c1cccnc1O2
45) Cc1ccc(-n2ncc3c(N4CCN(C)CC4)ncnc32)cc1C
46) CS(=O)(=O)N[C@@H]1C[C@H](Cn2cc(C3CC3)nn2)[C@@H](O)[C@H]1O
47) CCOc1ccc(Nc2oc(/C=C/c3ccc(F)cc3)nc2C#N)cc1
48) Cc1ccc(-n2nc3c(=O)n(CC(=O)NC(C)C)nc(C)c3c2C)cc1
assay / compound,41,42,43,44,45,46,47,48
SNCA viab count,0%,-9%,2%,6%,-9%,7%[87.6 µM],2%,0%
Luciferase inh,.,-12%,.,.,.,7%[172 µM],.,.
IP6K1 inh,16,3,12,-2,6,0,-10,-7
GPT2 inh,.,-25%,.,4%,.,1%[88.5 µM],.,.
HEK293 tox,.,1%,.,i,.,-7%[172 µM],.,.
SNCA expr inh,36%[activator],-15%,-3%,?,-30%,2%[87.6 µM],-9%,28%
NIH3T3 tox,.,-11%,.,i,.,-11%[138 µM],.,.

49) O=[N+]([O-])c1cc(-c2nc(-c3ccccc3)no2)ccc1NC1CCCC1
50) CN(C)c1nc2c(c(=O)[nH]1)CCN(Cc1ccc(Cl)c(F)c1)CC2
51) Cc1ccc(C)c(N2CCN(S(=O)(=O)c3cc(C(=O)Nc4cc(Cl)cc(Cl)c4)ccc3F)CC2)c1
52) CCc1ccc(C(=O)c2cn(Cc3ccccc3)c3cc(OC)c(OC)cc3c2=O)cc1
53) CCOc1cccc(NC(=O)CSc2ncc(-c3ccccc3)[nH]2)c1
54) COc1ccc(NC(=O)c2ccc3oc(=O)c(S(=O)(=O)c4ccc(F)cc4)cc3c2)cc1OC
55) CS(=O)(=O)N(C1CC1)C1CCOC2(CCN(C(=O)c3ccccc3)CC2)C1 (stereo not given)
56) Cc1ccc(C(=O)N2CCCN(c3ccnc4ccnn34)CC2)cc1
57) CN(C)C(=O)c1cccnc1OC1CCN(C(=O)C2CCOCC2)CC1
assay / compound,49,50,51,52,53,54,55,56,57
SNCA viab count,9%,21%,3%,?,10%,-3%,3%,7%,12%
Luciferase inh,.,0%,.,.,.,.,5%,.,-7%
IP6K1 inh,2,18,2,-7,1,-3,4,-5,29
GPT2 inh,.,i,.,.,.,.,-3%,-10%,i
HEK293 tox,.,-5%,.,.,.,.,-14%,?,2%
SNCA expr inh,-15%,16%,-6%,-17%,2%,1%,-18%,-4%,48%[activator]
NIH3T3 tox,.,-19%,.,.,.,.,-13%,-23%,-2%

Some of the compounds tested. The share of hits here may be higher or lower than overall.
